# Compound activity deposited in PubChem by several laboratories.
# GPR35 arrestin U2OS – GPR35 antagonists blocking zaprinast-driven arrestin recruitment, primary screen, imaging, U2OS, beta-arrestin-GFP, zaprinast agonist (AID 2058). U2OS GPR35 beta-arrestin-GFP translocation imaging, zaprinast antagonism; higher % means a stronger effect. inhibition, % at 10 µM, or IC50 in µM where a hit was titrated. hit rate 0.052% among 290,000;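 active = inhibition of at least 50% with at least 30 cells and total cytoplasm GFP at most 10,000,000; inconclusive = under 30 cells or total GFP of 10,000,000 plus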
# KOR beta-arrestin-1 – KOR antagonists, beta-arrestin recruitment, cell-based, luminescence, uHTS (AID 1778). KOR beta-arrestin recruitment, luminescence, antagonist mode; higher % means a stronger effect. inhibition, % at 10 µM, or IC50 in µM where a hit was titrated. hit rate 0.091% among 290,000; note: strong numbers were not always called active
# NOD1 inhibition – inhibition of NOD1-driven NF-kB reporter – cell-based, luminescence, uHTS, primary screen (AID 1578). hit rate 1% among 290,000. NOD1-driven NF-kB luciferase reporter cells, luminescence; higher % means a stronger effect. one-dose inhibition, % at 4 µM; EC50 in µM for titrated hits; in the data active = inhibition mostly above about 36%, no sharp cut-off; inactive = mostly below about 34%;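 note: HEK-293T reporter cells stimulated with the NOD1 agonist gamma-tri-DAP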
# GPR55 activation – selective activators of receptor GPR55 – imaging, U2OS cells, beta-arrestin-GFP redistribution, primary screen (AID 1961). U2OS GPR55 beta-arrestin-GFP redistribution imaging; higher % means a stronger effect. one-dose activation, % at 10 µM; EC50 in µM for titrated hits. hit rate 0.048% among 290,000;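 active = activation above 40% with more than 50 cells counted in the well; inconclusive = wells holding fewer than 50 cells, flagged as toxic or sparse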;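 note: U2OS osteosarcoma cells stably expressing GPR55 and beta-arrestin-GFP; plate controls were DMSO negative control for no effect and LPI positive control for full effect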
# HEK293 NOD2/NF-kB – inhibition of NOD2-driven NF-kB reporter – cell-based, luminescence, uHTS, HEK293 (AID 1566). HEK293 NOD2/NF-kB luciferase reporter, luminescence; higher % means a stronger effect. inhibition, % at 4 µM, or EC50 in µM where a hit was titrated. hit rate 0.63% among 290,000; note: many of its hits are not listed in these tables
# HIV peptide binding – cell-free HIV fusion peptide-binding blockers – biochemical, uHTS, fluorescence dequenching, primary screen (AID 1986). cell-free peptide binding, fluorescence dequenching, 30 min; higher % means a stronger effect. inhibition, % at 20 µM; hits with a dose series show IC50 in µM. hit rate 0.3% among 290,000; in the data active = inhibition mostly above about 52%, no sharp cut-off; inactive = mostly below about 76%; note: some results filed as inactive read as strong as hits
# Myeloid diff MLP – compounds promoting myeloid differentiation. ER-HoxA9 myeloid progenitors, lysozyme-GFP differentiation, flow cytometry. calls only at 10 µM. hit rate 1% among 360,000;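 active = normalized GFP-positive differentiation at or above the plate's own cutoff, the solvent-only control mean plus 3 SD; inconclusive = no clear call, values can overlap the other calls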;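 note: cells exposed to compound for four days before flow analysis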
# KOR beta-arrestin-2 – kappa opioid receptor activators – cell-based, luminescence, uHTS, primary screen (AID 1777). KOR beta-arrestin recruitment, luminescence; higher % means a stronger effect. one-dose activation, % at 10 µM; EC50 in µM for titrated hits. hit rate 0.02% among 280,000; in the data active = activation above about 50%, passing the limit was not always enough; note: a part of the inactive calls stands beside numbers as strong as those of hits
# GPR55 LPI antagonism – inhibition of LPI-stimulated GPR55 beta-arrestin translocation – imaging, U2OS, beta-arrestin-GFP, LPI agonist, primary screen (AID 2013); U2OS GPR55 beta-arrestin-GFP translocation imaging, LPI antagonism; higher % means a stronger effect; one-dose inhibition, % at 10 µM; IC50 in µM for titrated hits; hit rate 0.13% among 290,000;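 active = spots per cell inhibited over 60%, with over 100 cells counted and total cytoplasm intensity under 500,000; inconclusive = wells with under 100 cells, flagged as likely toxic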;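 note: U2OS cells stably carrying GPR55 and arrestin-GFP stimulated by 5 µM LPI near EC80; imaged beta-arrestin-GFP aggregate spots per cell after agonist stimulation; plate controls were LPI-stimulated DMSO wells for no effect and DMSO wells without LPI for full effect; some results filed as inactive read as strong as hits; confirmed hits need IC50 under 10 µM and bright autofluorescent wells are also inconclusive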
# Myeloid diff MLP GFP+ MAC1+ % – second read-out of Myeloid diff MLP, no call of its own (marks repeat the call); GFP+ MAC1+ double positive, %; measured here: differentiation confirmed by MAC1 staining
# * hit, by the source's call; i = inactive; ? = inconclusive; nt = not tested or not shown; [ ] = another dose, or the depositor's remark. Cut-off read from the data, not from the text of the source, unless noted: active = inhibition above about 50%; inactive = the rest.
# Values run as follows: GPR35 arrestin U2OS	KOR beta-arrestin-1	NOD1 inhibition	GPR55 activation	HEK293 NOD2/NF-kB	HIV peptide binding	Myeloid diff MLP	Myeloid diff MLP GFP+ MAC1+ %	KOR beta-arrestin-2	GPR55 LPI antagonism
O=C(NC(Cc1c[nH]c2ccccc12)C(=O)O)c1ccc(F)cc1 (stereo unspecified)
    15%	-12%	-19%	0.2%	1%	2.2%	i	0.0	3.9%	11%
COc1ccc(-c2csc(/C(C#N)=C/Nc3ccc4c(c3)OCCO4)n2)cc1
    7%	1%	-26%	0.7%	4%	2.1%	i	0.5	-2.8%	7%
COc1cc(/C=N/NC(=O)CC(=O)NC2CCCCC2)ccc1O
    -7%	4%	-14%	-0.1%	-10%	0.7%	i	1.5	2.0%	2%
CCNC(=S)N1CCN(S(=O)(=O)c2ccc(C)c(C)c2)CC1
    0%	-28%	-29%	-0.3%	0%	-0.5%	i	0.3	0.9%	-32%
CCCCn1c(NCc2ccc(N(C)C)cc2)nc2ccccc21
    7%	-14%	15%	-0.2%	-23%	-2.5%	i	0.7	-0.7%	2%
Cn1c(=O)c2cc(S(=O)(=O)NCCC(=O)Nc3ccc(Cl)cc3)ccc2n(C)c1=O
    21%	-38%	-4%	0.2%	-9%	-0.4%	i	2.2	2.7%	5%
Cc1nn2c3ccccc3n(C)c2nc1=O
    6%	-12%	-10%	0.0%	12%	-0.8%	i	0.3	-4.5%	-3%
O=C(C1CCC1)N1CCN(Cc2ccccc2)CC1
    1%	-12%	7%	0.3%	0%	-1.1%	i	0.3	-3.8%	11%
C/C=C/c1ccc(OCCCCN2CC(C)CC(C)C2)c(OC)c1 (stereo unspecified)
    9%	-77%[20 µM]	-30%	0.2%	-2%	-0.9%	i	1.7	-2.9%	16%
COc1cc(C(=S)N2CCOCC2)ccc1OC(=O)c1ccc(Br)cc1
    2%	-13%	22%	0.3%	13%	-0.1%	i	0.3	5.6%	4%
CCc1nnc(NC(=O)CSCc2cc(=O)n3nc(C)sc3n2)s1
    21%	-28%	-26%	0.3%	4%	-1.1%	i	7.0	1.8%	10%
O=C(Nc1ccccc1O)c1cccc(NC(=O)c2ccco2)c1
    -1%	28%[20 µM]	-31%	-0.1%	14%	-0.6%	i	0.2	-6.9%	9%
Cc1ccc(N(CC(=O)NCc2ccc3c(c2)OCO3)S(=O)(=O)c2c(C)noc2C)cc1
    -2%	-28%	16%	-0.1%	-7%	-2.2%	i	2.4	3.4%	0%
COC(=O)c1ccccc1NC(=O)COC(=O)/C=C/c1ccco1
    1%	5%	-34%	0.2%	-3%	7.5%	i	0.4	15%	-5%
COc1ccccc1CN=C1Nc2ccccc2CS1
    2%	-4%	-35%	1.4%	-55%	0.2%	i	0.7	7.9%	3%
OCC(CO)(CO)N=Cc1cc(Br)ccc1O
    -16%	32%	12%	-0.2%	2%	0.1%	i	4.0	-4.2%	17%
O=C(CSc1cn(Cc2ccccc2)c2ccccc12)Nc1nccs1
    4%	-7%	-108%	-0.1%	-186%	0.8%	i	2.9	10%	-4%
Cc1cc([N+](=O)[O-])nn1CCCC(=O)N1CCN(c2ccccc2)CC1
    -6%	nt	-18%	0.0%	20%	2.5%	i	0.7	7.4%	10%
O=C(Nc1ccccc1Oc1ccccc1)c1cccc([N+](=O)[O-])c1
    14%	-7%	-24%	-0.1%	-4%	1.9%	i	1.2	2.7%	4%
CCOC(=O)C1=C(C)N(C)C(C)=C(C(=O)OCC)C1c1ccc(Cl)cc1
    -1%	-4%	31%	0.3%	-5%	-4.3%	i	0.3	9.0%	19%
N#CCC(=O)Nc1ccc(C(=O)N2CCN(S(=O)(=O)c3ccc4ccccc4c3)CC2)cc1
    -24%	0%	-10%	-0.3%	-44%	2.7%	i	0.7	-2.2%	-4%
C=CCOc1ccc2ccccc2c1CNCCCN1CCOCC1
    4%	8%	10%	0.1%	13%	-1.0%	nt	nt	-0.2%	25%
COc1ccc(N2C(=O)C(Cl)=C(N3CCCC(C)C3)C2=O)cc1 (stereo unspecified)
    -3%	13%	3%	-0.2%	7%	-3.0%	i	0.2	-1.6%	-6%
CCC(NC(=O)Nc1ccc(O)cc1)(C(F)(F)F)C(F)(F)F
    6%	-6%	8%	0.2%	-4%	4.7%	i	0.6	4.0%	8%
CCOC(=O)c1ccc[n+](C(C)C(=O)c2ccc(-c3ccccc3)cc2)c1 (stereo unspecified)
    -3%	-64%	44%	-0.1%	8%	2.7%	i	0.9	3.5%	-8%
COC(=O)c1ccc(SCC(=O)NC2CCCC2)c([N+](=O)[O-])c1
    -4%	2%	-21%	0.2%	5%	-1.1%	i	0.8	5.9%	2%
Cc1sc(NC(=O)c2ccco2)c(C(c2cccnc2)N2CCN(C)CC2)c1C (stereo unspecified)
    13%	30%	27%	0.0%	18%	0.4%	i	2.5	-2.7%	nt
Cc1nn(Cc2ccc(Cl)cc2)c(C)c1NC(=O)/C=C/c1cnn(C)c1
    6%	29%	-23%	-0.1%	5%	1.3%	i	0.8	-2.4%	-6%
O=C(CCc1nc(-c2ccccc2F)no1)NCCN1CCN(Cc2ccccc2)CC1
    7%	-18%	10%	0.1%	5%	0.6%	i	0.9	-0.4%	14%
N#Cc1c(NC(=O)c2cc([N+](=O)[O-])ccc2N2CCOCC2)sc2c1CCCC2
    -11%	4%	15%	-0.2%	10%	0.1%	i	0.4	0.6%	-2%
CCS(=O)(=O)c1ccc2oc(Nc3ccc(OC)c(OC)c3)nc2c1
    -3%	-28%	34%	1.2%	-7%	1.0%	i	0.4	6.6%	-14%
COC(=O)c1ccc(NC(=O)CSc2nc(C)cc(=O)[nH]2)cc1
    8%	-4%	1%	0.0%	11%	1.7%	i	0.8	-1.5%	-4%
CC1Cc2ccccc2N1CC(=O)Nc1cccc(S(N)(=O)=O)c1 (stereo unspecified)
    1%	-43%	-16%	0.0%	3%	-1.1%	i	1.0	12%	15%
Cn1c(=O)c2c(nc(N/N=C/c3ccc(OC(=O)c4ccco4)cc3)n2Cc2ccc(F)cc2)n(C)c1=O
    -4%	8%	33%	0.3%	1%	-3.5%	i	0.9	3.0%	0%
Cc1nc(N2CCCCC2)c2c(-c3cccs3)csc2n1
    -3%	-18%	24%	-0.4%	8%	-3.0%	i	0.1	-0.7%	17%
COc1ccc(C(=O)Oc2cccc3cccnc23)cc1[N+](=O)[O-]
    8%	-16%[20 µM]	-22%	-0.1%	-6%	0.5%	i	0.1	nt	6%
CCOC(=O)C1CCN(C(=O)c2ccc3nc(-c4ccc(OC)cc4)c(-c4ccc(OC)cc4)nc3c2)CC1
    5%	6%	-16%	0.2%	29%	0.6%	i	5.7	5.4%	27%
Cc1ccc(C)c(NC(=O)CN(C)S(=O)(=O)c2cccc3cccnc23)c1
    3%	17%	-3%	0.3%	10%	-0.1%	i	0.8	-2.8%	18%
CCCCCCNC(=O)N1C/C=C\C(c2ccc(OC)cc2)N(Cc2ccc(F)cc2)C(=O)C1 (stereo unspecified)
    9%	9%	5%	-0.1%	17%	1.3%	i	1.1	-0.4%	0%
Cc1cc(C)n(-c2nc(C)nc3c2cnn3-c2ccccc2)n1
    -5%	18%	-21%	-0.1%	-3%	-0.9%	i	6.1	3.7%	-8%
CCC(C)(C)n1nnnc1C(C(C)C)N(Cc1cccnc1)Cc1ccco1 (stereo unspecified)
    18%	-21%[20 µM]	-20%	-0.1%	0%	1.2%	i	0.6	nt	12%
O=C(c1ccc(F)cc1)C1CCN(C(=O)c2ccc(F)cc2)CC1
    3%	-60%[20 µM]	-2%	-0.3%	7%	1.6%	i	0.5	7.8%	0%
Cc1cccc(NS(=O)(=O)c2ccc(C(=O)N3CCN(c4ccccc4O)CC3)cc2)c1C
    9%	-12%	-14%	0.7%	-4%	0.5%	i	0.9	2.1%	3%
Cc1cccc(N2CCN(C(=O)c3ccc4ncsc4c3)CC2)c1C
    -8%	-44%	-12%	-0.1%	-19%	-3.0%	?	nt	-3.9%	-22%
CCc1nnc(NC(=O)c2cccnc2SC)s1
    0%	24%	-16%	0.2%	8%	-1.0%	i	0.7	-7.2%	8%
O=C(C[n+]1ccc(-c2cc(C(=O)Nc3cccc(C(F)(F)F)c3)c3ccccc3n2)cc1)c1cccc([N+](=O)[O-])c1
    1%	-21%	-19%	-0.2%	-3%	-5.7%	i	0.9	0.2%	11%
COc1ccccc1Cn1c(=S)[nH]c2cc(C(=O)NCc3cccnc3)ccc2c1=O
    7%	6%	34%	0.2%	24%	-1.6%	i	0.2	-4.3%	14%
Cc1ccc(Cn2nnc3c(=O)[nH]c(C4CCCN(S(=O)(=O)c5ccccc5F)C4)nc32)cc1 (stereo unspecified)
    3%	2%	-14%	0.3%	8%	2.6%	i	0.9	0.9%	6%
CC(=O)N/C(N)=N/c1nc2cc(C)ccc2o1
    -5%	-28%	-10%	-0.3%	-93%	1.1%	i	0.5	1.8%	3%
Cc1ccccc1-c1nc(C#N)c(N2CCC(C)CC2)o1
    6%	-1%	-12%	0.0%	-8%	1.3%	i	0.6	-3.4%	-7%
Cc1nc(NCCNC(=O)c2ccco2)c2c(C)c(C)sc2n1
    -5%	-18%	-9%	0.2%	13%	-1.0%	i	0.5	1.1%	5%
COc1ccc(-c2nc(CS(=O)CC(=O)NCCCN3CCOCC3)c(C)o2)cc1OC (stereo unspecified)
    18%	1%	-42%	1.4%	2%	-1.2%	i	0.7	-0.5%	-15%
Cc1ccc(NC(=O)c2noc3c2CCC3)cc1C
    27%	1%	-21%	-0.3%	-110%	16%	i	0.6	0.9%	-8%
CCOc1ccc(NC(=O)C2CC(=O)N3CCCN=C3S2)cc1 (stereo unspecified)
    9%	11%	-18%	-0.1%	8%	1.5%	i	1.5	-2.9%	14%
CCC(Sc1nc(-c2cccc(OC)c2)c(C#N)c(=O)[nH]1)C(=O)Nc1nnc(C(C)C)s1 (stereo unspecified)
    -9%	11%[20 µM]	-38%	-0.1%	10%	25%	i	0.4	nt	-1%
Cc1cc(C(=O)CSc2nncn2C)c(C)n1-c1ccccc1
    1%	-8%	-35%	1.2%	-52%	-2.7%	i	0.1	-2.9%	2%
Cc1sc2c(c1C)c(=O)n(-c1ccc(F)cc1)c(=O)n2CC(=O)NCc1ccco1
    1%	-24%	6%	-0.1%	-1%	-1.5%	i	1.6	2.5%	15%

# Not all compounds are listed (hit frequency here may not be typical).
